# High-throughput results (PubChem)
# NOD2-RIPK2 inh: inhibitors of human NOD2-RIPK2 interaction. O43353. 0.38% of 360,000 active. inhibition, % at 4.98 µM. CHO BLA complementation NOD2-RIPK2, CCF4 ratio; in the data active = inhibition above about 21%;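 note: 0% = vehicle only and 100% = reference blocker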
# Vif inh: blocks HIV Vif function | HEK293T cells, Vif self-association by quenched fluorescence, imaging, 24 h | inhibition, % at 7.49 µM | 0.35% of 340,000 active; in the data active = inhibition above about 50%, passing the limit was not always enough; note: some results filed as inactive read as strong as hits
# NCOA2 inhibitor: inhibits human steroid receptor coactivator 2; Q15596; HEK293 GAL4-SRC2 luciferase reporter, luminescence; inhibition, % at 9 µM; 0.17% of 370,000 active; AID 651957;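 active = inhibition above the mean inhibition of all tested compounds plus 3 SD, set per campaign, cut at about 52% in these data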;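 note: 0% = DMSO treated cells and 100% = cells given Gossypol at 36 µM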
# NR5A2 inv ag: NR5A2 inverse agonism in reporter assay; HEK293T StAR-luciferase reporter, LRH-1 transfected, 24 h; O00482; 0.13% of 360,000 active; inhibition, % at 3.6 µM; AID 602396;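 active = inhibition above the mean inhibition of all tested compounds plus 3 SD, cut at about 73% in these data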;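 note: 0% = DMSO wells and 100% = reporter-only cells lacking LRH-1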
# Target sequence (O00482 whole entry, looked up): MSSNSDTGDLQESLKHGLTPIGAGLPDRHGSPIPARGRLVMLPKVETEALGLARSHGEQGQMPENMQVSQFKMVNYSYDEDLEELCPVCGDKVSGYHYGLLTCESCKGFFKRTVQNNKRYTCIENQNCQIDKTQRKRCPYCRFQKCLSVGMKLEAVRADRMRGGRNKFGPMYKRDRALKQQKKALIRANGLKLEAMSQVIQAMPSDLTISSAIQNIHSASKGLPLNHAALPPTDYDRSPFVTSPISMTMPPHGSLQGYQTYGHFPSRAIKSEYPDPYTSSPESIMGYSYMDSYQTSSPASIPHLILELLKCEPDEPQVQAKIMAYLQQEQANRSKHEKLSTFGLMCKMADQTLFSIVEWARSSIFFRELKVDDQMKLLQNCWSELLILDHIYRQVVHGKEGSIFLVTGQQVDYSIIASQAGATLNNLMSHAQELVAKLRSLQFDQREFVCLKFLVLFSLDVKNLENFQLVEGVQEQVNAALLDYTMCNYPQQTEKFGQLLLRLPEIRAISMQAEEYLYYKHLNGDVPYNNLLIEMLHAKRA
# LMP1 NFkB inh: inhibitors of Epstein-Barr LMP1-induced NF-kappaB reporter. LMP1-induced NF-kappaB luciferase reporter cells, luminescence. 0.69% of 350,000 active. AID 504558. inhibition, % at 12.5 µM; in the data active = inhibition above about 41%;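 note: 0% = neutral control wells and 100% = reference inhibitor control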
# TROY NFkB inh: inhibitors of TROY-dependent NF-kB signaling; Q293 LMP1-TROYcd NF-kB luciferase reporter, 4 h; inhibition, % at 10 µM; 0.98% of 360,000 active; AID 1347056;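 active = compounds whose plate-normalised and pattern-corrected inhibition of the luciferase reporter signal at the single screening dose is 50% or more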
# C8 TRAIL sens: caspase-8 TRAIL sensitization; NB7+C8 cells + TRAIL, ATPlite viability luminescence; inhibition (viability loss, TRAIL sensitization), % at 10 µM; 1% of 360,000 active; AID 624354;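 active = compounds causing at least 50% loss of cell viability in the single-dose screen, relative to plate controls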
# NCOA3 inh: human NCOA3 inhibition. Q9Y6Q9. HEK293 GAL4-SRC3 luciferase reporter, luminescence. inhibition, % at 3.6 µM. 0.17% of 360,000 active. AID 588352;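 active = inhibition above a per-campaign cutoff, the mean of all compounds plus 3 SD, cut at about 60% in these data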;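 note: 0% = DMSO-treated cells and 100% = gossypol-treated cells at 36 µM; higher means less SRC3-driven luciferase light from the GAL4 reporter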
# NR2F2 inh: NR2F2 (human) inhibition, primary screen | P24468 | HEK293T NGFI-A luciferase reporter, luminescence | inhibition, % at 8.6 µM | 0.7% of 370,000 active;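 active = inhibition above a per-plate cutoff, mean inhibition of test wells between control levels plus 3 SD, cut at about 38% in these data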;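 note: cells cotransfected with COUP-TFII expression vector driving the NGFI-A reporter; 0% = median of COUP-TF2 test wells and 100% = reporter-only cells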
# Target sequence (P24468 whole entry, looked up): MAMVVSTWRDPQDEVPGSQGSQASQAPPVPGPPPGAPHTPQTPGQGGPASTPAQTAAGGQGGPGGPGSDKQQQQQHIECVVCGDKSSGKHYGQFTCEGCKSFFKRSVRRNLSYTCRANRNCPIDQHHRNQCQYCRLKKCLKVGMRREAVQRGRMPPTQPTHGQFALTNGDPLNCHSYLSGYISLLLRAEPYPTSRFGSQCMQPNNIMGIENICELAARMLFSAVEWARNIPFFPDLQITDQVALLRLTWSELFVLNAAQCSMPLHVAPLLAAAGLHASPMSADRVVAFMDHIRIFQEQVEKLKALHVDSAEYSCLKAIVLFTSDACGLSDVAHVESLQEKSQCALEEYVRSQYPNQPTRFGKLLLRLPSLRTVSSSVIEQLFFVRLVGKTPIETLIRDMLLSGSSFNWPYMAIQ
# SRC1 inh: inhibitors of human steroid receptor coactivator 1 (SRC1); Q15788; HEK293 GAL4-SRC1 luciferase reporter, luminescence; inhibition, % at 3.6 µM; 0.12% of 360,000 active; AID 588354;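 active = inhibition above the campaign mean plus 3 SD, with each screening campaign given its own cutoff, cut at about 60% in these data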;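 note: 0% = DMSO treated cells and 100% = gossypol at 36 µM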
# TLR9-MyD88 block: blocks human TLR9 binding to MyD88; AID 504734; 0.21% of 340,000 active; inhibition, % at 4.98 µM; CHO BLA complementation TLR9-MyD88, CCF4 FRET ratio;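 active = inhibition above the mean over all tested compounds plus 3 SD, cut at about 21% in these data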;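 note: 0% = DMSO only wells and 100% = clavulanate BLA inhibitor control wells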
# * marks the source's active call; other numbers are inactive results; nt = not tested or not shown.
# Fields: NOD2-RIPK2 inh	Vif inh	NCOA2 inhibitor	NR5A2 inv ag	LMP1 NFkB inh	TROY NFkB inh	C8 TRAIL sens	NCOA3 inh	NR2F2 inh	SRC1 inh	TLR9-MyD88 block
O=C(Nc1ncc(Br)s1)C(Cc1ccccc1)n1cccc1 (stereo not drawn)
  7.3	5.7	19.4	-19.3	90.8*	12.4	-6.2	0.8	5.0	-15.5	0.2
CS(=O)(=O)N(CC(=O)NCCSCc1ccco1)c1ccc2c(c1)OCO2
  3.4	6.3	-32.8	-5.2	-8.8	4.8	1.2	2.8	-5.3	-13.5	4.2
CCOc1ccccc1C(=O)N(Cc1ccccc1)Cc1cc2cc3c(cc2[nH]c1=O)OCCO3
  0.2	4.6	3.9	22.9	-18.0	-16.2	19.2	-5.3	-60.6	-10.1	-15.7
CC(C)(C)CC(=O)O/N=C(\N)c1ccncc1
  -7.4	-7.1	-8.4	-6.3	1.9	-5.2	-18.3	12.8	4.4	-37.9	-10.5
COCc1[nH]nc2c1C(c1ccsc1)C(C#N)=C(N)O2 (stereo not drawn)
  0.0	9.3	-3.8	7.3	-9.5	-5.9	10.1	-8.4	-5.4	-5.3	0.5
c1ccc(-c2nnc(-c3ccccc3)nn2)cc1
  3.3	-0.2	-48.5	-115.5	nt	-48.6	28.6	-61.3	-33.2	-96.6	nt
COC(=O)CSc1nnc(CNC(=O)c2ccc(OC)cc2OC)n1C
  -5.1	2.9	11.1	-11.9	5.7	10.0	-33.8	3.6	16.9	-9.2	-2.1
O=C(O)c1cccc(-c2csc(C(O)c3ccc(F)cc3)n2)c1 (stereo not drawn)
  -1.7	1.3	-73.9	-81.0	nt	-65.5	-10.0	-62.4	-25.0	-106.0	nt
COC(=O)c1ccc(N2C(c3cc(OC)cc(OC)c3)=Cc3ccc(-c4cccnc4)cc3C2CC(=O)C2CC2)cc1 (stereo not drawn)
  -7.7	nt	-18.2	-5.1	nt	1.4	-1.2	nt	11.8	nt	nt
Cc1noc(C)c1COc1ccc(C(=O)NCC(c2c(F)cccc2Cl)N(C)C)cc1 (stereo not drawn)
  1.1	1.3	-27.1	12.0	8.2	18.7	-1.0	11.6	-17.0	-16.1	8.9
CCC(Cc1ccccc1)NC(=O)Cn1ncc2ccsc2c1=O (stereo not drawn)
  -7.8	-18.1	-11.9	-9.1	-0.2	7.6	1.4	-1.7	12.6	0.6	-2.8
O=C(Cn1c(NCCCO)nc2ccccc21)c1ccc(F)cc1
  -9.7	-4.6	5.6	2.2	6.5	6.6	-1.0	-2.2	2.2	4.7	-6.9
Cc1nc(NC(=O)c2ccccc2)sc1-c1cc(C(=O)N2CCOCC2)nn1Cc1ccccc1
  6.5	-2.3	1.3	-50.7	12.0	-2.4	9.9	0.0	-2.1	8.1	0.5
O=C(c1ccc([N+](=O)[O-])cc1)c1cc2ccc(O)cc2oc1=O
  -2.6	10.8	-42.8	-2.2	-2.6	-0.6	2.7	-3.2	-18.3	-8.6	1.1
O=C(COC(=O)c1c[nH]c2ccccc12)NC1CCCCC1
  9.3	29.8	-28.3	-6.7	-4.8	-31.4	-3.0	-19.2	4.9	-32.6	7.2
Cn1cncc1C#Cc1c(-c2ccsc2)sc2ccccc12
  -20.7	-5.0	14.9	13.8	-18.3	-2.3	0.2	7.3	-3.8	0.8	-1.4
Cc1onc(-c2c(F)cccc2Cl)c1C(=O)Nc1nc2ccccc2[nH]1
  0.0	-11.7	-8.1	-1.6	-24.1	-35.2	49.5*	-15.6	-2.9	-23.7	-16.8
COC(=O)/C=C/c1cnc2ccccc2c1
  -4.8	-0.8	-20.0	-42.2	-14.1	-47.6	-15.0	-26.2	0.3	-30.0	-1.8
CCC(c1nnnn1-c1ccc2c(c1)OCCO2)N1CCN(C/C=C/c2ccccc2)CC1 (stereo not drawn)
  -2.1	-3.4	9.9	4.8	nt	26.7	-13.5	25.9	9.5	-0.1	nt
CN(C)C(=S)NC(=NCc1ccc([N+](=O)[O-])cc1)c1ccccc1
  -14.3	-4.2	-29.8	5.5	0.9	-4.3	0.8	6.5	-1.6	3.6	-14.4

# Additional structures follow.
# Fields: NOD2-RIPK2 inh	Vif inh	NCOA2 inhibitor	NR5A2 inv ag	LMP1 NFkB inh	TROY NFkB inh	C8 TRAIL sens	NCOA3 inh	NR2F2 inh	SRC1 inh	TLR9-MyD88 block
NC(=O)CC1NC(=O)c2ccccc21 (stereo not drawn)
  0.6	-1.1	10.7	5.1	-6.6	-17.4	-7.2	14.5	9.6	2.2	0.4
COc1ccc(NC(=O)N2CCN(c3ccc([N+](=O)[O-])cc3)CC2)cc1OC
  3.4	-3.3	-26.3	-1.1	-1.6	14.3	-3.1	12.5	3.8	-19.7	-2.2
O=C(N/N=C1\CCCc2ccccc21)c1ccc([N+](=O)[O-])cc1Cl
  0.1	15.0	-16.2	4.1	-5.4	-0.1	-8.5	6.1	-16.2	-11.5	7.1
COc1cccc(C(C)(O)c2nc(-c3cccc(F)c3)cs2)c1 (stereo not drawn)
  3.1	-4.9	-6.0	8.0	nt	24.7	6.9	8.1	12.2	21.6	nt
Cc1occc1C(=O)Nc1cnn(CCCC(=O)O)c1
  -2.5	-10.8	-22.6	-14.5	4.3	10.6	-8.8	-0.4	2.9	-9.1	-12.7
COC(=O)c1ccc2c(c1)SC1=C(CCCC1=O)N2
  -2.1	-1.1	-80.2	-12.9	-14.1	17.4	-15.2	-16.8	-12.9	-27.5	0.6
Cc1c(C(C)C)c(=O)n(-c2ccc(S(=O)(=O)NC3CCCCC3)cc2)n1C
  -2.0	0.1	7.3	43.5	23.3	19.0	18.2	28.3	62.1*	20.8	nt
CCc1ccc(C(C(=O)NCc2ccc(F)cc2)N(C(=O)c2csnn2)C2CC2)cc1 (stereo not drawn)
  10.5	1.1	11.8	-3.5	-0.4	-1.6	-7.2	-12.4	-1.3	11.3	-12.6
COc1ccccc1N1CCN(C(=O)c2sc3nc4n(c(=O)c3c2C)CCC4)CC1
  -6.3	-0.9	-10.2	1.8	4.6	-19.5	3.9	-0.5	6.8	4.8	-5.5
CC(C)c1nc(SCC(=O)NC2CCCC2)c2c(=O)n(C)c(=O)n(C)c2n1
  -3.1	2.5	-22.0	16.3	2.7	12.8	31.9	4.8	-14.6	-16.7	4.5
CC(C)(C)C(=O)N1CCN(c2nc3ccccc3o2)CC1
  1.4	-2.0	-13.4	-20.9	-10.0	-4.2	4.3	3.5	2.0	3.4	1.9
COc1cc(S(=O)(=O)Nc2ccc(C(=O)NCC(=O)O)cc2)ccc1NC(C)=O
  -12.2	2.8	10.3	-2.8	-7.7	-9.2	-5.1	-14.5	10.3	-9.0	-1.8
COc1ccc(NC(=O)CSc2nnc(Cc3ccccc3)o2)c(OC)c1
  -3.6	11.5	-4.1	23.5	-1.1	7.7	6.2	17.6	-1.4	-3.3	-4.9
O=C(O)/C=C/c1ccc(S(=O)(=O)Nc2ccc3[nH]c(=O)[nH]c3c2)cc1
  -0.1	-7.4	-5.5	-15.7	-1.8	-3.2	7.9	5.8	16.5	4.5	-3.5
Cc1ccc(NC(=O)C2CCN(S(=O)(=O)c3cnc[nH]3)CC2)nc1
  0.7	-1.9	-24.9	-0.9	-1.0	6.6	7.3	14.9	12.2	9.5	-1.8
O=C(COc1ccccc1)N[C@@H]1c2ccccc2CC[C@@H]1O
  1.8	-4.6	-7.6	4.4	-5.6	-9.1	0.9	-2.6	5.3	-12.9	-4.5
CCOC(=O)c1oc2ccccc2c1NC(=O)COC
  -8.1	7.3	10.9	-13.2	0.6	-15.4	-3.6	10.0	-11.3	-2.8	-1.2
CC[C@]1(C(=O)OC)[C@H]2C(=O)N(C)C(=O)[C@H]2[C@H]2CN=C(SCc3ccc(Cl)cc3)N21
  -13.6	3.0	-10.4	-22.8	-7.8	7.8	-15.9	4.6	6.8	3.9	3.6
COc1ccc2cc(S(=O)(=O)N3CCOCC3)ccc2c1
  3.7	nt	-8.4	-4.6	1.9	9.3	-1.5	-10.0	11.2	3.8	-15.9
O=C(Nc1cccc(O)c1)c1cc(-c2cccs2)on1
  5.8	-2.5	-31.5	-47.2	4.3	7.5	17.1	-6.9	12.1	-1.5	-4.8

# (listing goes on)
# Fields: NOD2-RIPK2 inh	Vif inh	NCOA2 inhibitor	NR5A2 inv ag	LMP1 NFkB inh	TROY NFkB inh	C8 TRAIL sens	NCOA3 inh	NR2F2 inh	SRC1 inh	TLR9-MyD88 block
O=C(OC(C(=O)Nc1ccc(Cl)cc1C(F)(F)F)c1ccccc1)c1c(Cl)cccc1Cl (stereo not drawn)
  -2.4	1.0	13.5	6.5	-20.0	4.3	4.8	8.6	11.3	-3.8	-7.2
Cc1ccc(-c2noc(CN3CCC(C(N)=O)CC3)n2)cc1
  -11.5	3.1	0.1	-90.9	-5.1	-9.6	-1.7	-33.6	-32.6	-42.6	0.9
Cc1ccc(C)c(S(=O)(=O)NC(C)C(=O)Nc2ccc(-c3nc4ccccc4s3)cc2)c1 (stereo not drawn)
  1.1	-6.1	-74.1	-97.4	-51.0	-10.6	-15.2	-36.1	-26.5	-57.2	-9.0
COC(=O)C1=C(C(=O)OC)[C@@H]2N(C)c3ccccc3[C@@]23C[C@@H](CO)N(C(=O)C2CCC2)C3=N1
  0.1	nt	-2.1	-8.1	1.3	-0.7	-4.8	5.3	-7.0	-11.7	-6.3
Cc1ccccc1NC(=O)CN1C(=O)CSc2ccc(S(=O)(=O)N3CCCCC3)cc21
  2.1	0.2	7.9	11.4	1.4	17.2	-14.8	-17.0	10.2	12.4	-1.9
Cc1ccc(C)c(NC(=O)COc2coc(CN3CCc4ccccc4C3)cc2=O)c1
  -7.3	-17.3	38.6	29.4	9.4	11.0	9.3	23.6	35.1	4.9	-6.4
COc1ccc(C)cc1N(CC(=O)N1CCCCCC1)S(=O)(=O)c1ccc(C)cc1
  2.4	3.0	-17.9	3.4	0.1	3.9	-37.0	16.6	0.4	-10.7	-1.3
Cc1cc(C(=O)NNC(=O)c2ccc(Cl)cc2)no1
  -12.3	6.4	-40.6	-1.6	2.6	-17.4	1.5	4.2	6.1	-2.9	-1.5
O=C(C1=C(O)C(=O)N(CC2CCCO2)C1c1cccc(Cl)c1)c1ccco1 (stereo not drawn)
  1.0	-5.9	-3.0	-19.1	4.4	9.3	-12.6	10.5	4.0	-43.5	-4.2
CN(Cc1cc(Cl)cc(Cl)c1)CC(C(=O)c1ccccc1)c1ccccc1 (stereo not drawn)
  -3.1	-8.1	46.5	8.2	-8.2	-12.2	23.7	22.4	-11.0	21.7	2.4
CCCCn1c(N)c(N(CC(C)C)C(=O)Cn2c(=O)oc3ccccc32)c(=O)[nH]c1=O
  -5.2	-0.1	-7.5	15.8	-3.6	-11.3	-6.3	-7.5	-15.3	-20.7	2.9
CCc1cc(CNC(=O)CC2C(=O)NCCN2Cc2c(F)cccc2Cl)on1 (stereo not drawn)
  -1.6	45.0	-0.5	18.3	-7.0	-23.9	-1.2	-16.1	13.8	12.8	-4.1
CCC(COC)NC(=O)CCc1nnc(Cc2cccc(C(F)(F)F)c2)o1 (stereo not drawn)
  -11.2	-2.2	-25.4	-38.5	-15.9	-44.2	-0.4	-24.0	-38.8	-27.0	-0.9
O=C(NCCOc1ccccc1F)C1CCC(=O)N(CCc2cccc(F)c2)C1 (stereo not drawn)
  -9.7	18.7	13.5	-6.5	-5.0	8.9	-7.5	5.6	-18.8	1.6	-15.2

# Only part of the results is shown; count on the stated rates, not on these rows.
